Bioassay records from PubChem BioAssay.
AMA1-RON2 inh = disrupts binding of P. falciparum AMA1 to RON2 | AlphaScreen AMA1-biotinylated RON2 peptide binding | Potency, µM (series often up to 58.2 µM), inactives show at the highest dose activity change, negative = inhibition, actives largely listed as inhibitors | 360,000 tested, 0.2% active | AID 720542;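 also: potency is read from the fitted curve at half-maximal effect; 0% = vehicle wells and -100% = peptide control; nearly all actives have a fitted effect of over 45% in size; some results filed as inactive show a strong effect at the top dose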
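AMA1 (3D7) with his tag at 25 nM final met compounds first, then biotinylated RON2 peptide at 25 nM; detection used donor plus acceptor beads, 10 µg/mL apiece, read by AlphaScreen after 30 min at room temperature.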
CHX counter = counter-screen hit for Shiga toxin inhibitors, cycloheximide. cell reporter, cycloheximide protein synthesis inhibition counterscreen. max response, %. 300,000 tested, 12% active. AID 2314; in the data active = max response mostly above about 13%, no sharp cut-off; inactive = mostly below about 14%; also: read at 38.3 µM for the half of the compounds with a filed dose; 0% is about no effect
AmpC no deterg = AmpC beta-lactamase inhibition without detergent | P00811 | AmpC nitrocefin hydrolysis, absorbance 480 nm, 0.0001% Triton | Potency, µM (highest dose often 57.1 µM), for the others: at the highest dose activity change, negative = inhibition, usual class: inhibitors | 330,000 tested, 0.52% active | AID 485341;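 also: potency is read from the fitted curve at half-maximal effect; plate controls were no compound for no effect and no enzyme for full effect; nearly all actives have a fitted effect of over 20% in size; some results filed as inactive show a strong effect at the top dose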
Target sequence (P00811 whole entry, looked up): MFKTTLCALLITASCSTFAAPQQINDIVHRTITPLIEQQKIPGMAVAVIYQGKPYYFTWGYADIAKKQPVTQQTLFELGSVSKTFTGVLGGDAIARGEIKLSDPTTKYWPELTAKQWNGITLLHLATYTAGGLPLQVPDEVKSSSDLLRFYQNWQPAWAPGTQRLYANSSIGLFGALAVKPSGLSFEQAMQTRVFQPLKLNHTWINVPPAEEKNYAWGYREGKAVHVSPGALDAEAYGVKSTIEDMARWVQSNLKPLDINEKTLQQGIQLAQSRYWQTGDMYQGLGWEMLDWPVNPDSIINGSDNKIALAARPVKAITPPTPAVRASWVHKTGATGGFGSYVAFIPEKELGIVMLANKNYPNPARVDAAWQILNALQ
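20 mM phosphate pH 7.0 + 0.01% (detergent screen) or 0.0001% Triton X-100; 5.3 nM AmpC reagent; cpd preinc 15 min RT; nitrocefin (800 uM stock) to start; A480 q20 s × 4 min; Activity was normalised to no-enzyme and no-compound control wells.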
HCMV antiviral = inhibitors of human cytomegalovirus; HFF cells, HCMV-luciferase reporter, 72 h; hits give low values; activity change, negative = inhibition, % at 57.5 µM; 410,000 tested, 4.5% active; AID 1259415; in the data active = activity change below about -60%; inconclusive = no clear call, values can overlap the other calls; inactive = above about -39%; also: % is scaled to controls: 0 for no effect and ±100 for the full control effect
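After 16 h attachment at 37C, HFF cells received test compound and HCMV-luciferase (1 PFU/cell); reporter luminescence read 72 h later, data normalized against buffer-only and known inhibitor Salinomycin.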
AmpC inh detg = inhibitors of E. coli AmpC beta-lactamase with detergent. Potency, µM (series often up to 114 µM), for inactives: at the highest dose activity change, negative = inhibition, actives largely listed as inhibitors. AmpC hydrolysis of nitrocefin, absorbance 480 nm, 0.01% Triton. AID 485294. 370,000 tested, 0.041% active. P00811;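 also: potency is read from the fitted curve at half-maximal effect; 0% = no-compound wells and -100% = no-enzyme wells; nearly all actives have a fitted effect of over 25% in size; some results filed as inactive show a strong effect at the top dose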
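AmpC (5.3 nM in the dispensed reagent) in 20 mM phosphate pH 7.0 with 0.01% (detergent screen) or 0.0001% Triton X-100 was preincubated with compounds for 15 min at room temperature. Nitrocefin was then added from an 800 uM solution, and hydrolysis was followed at 480 nm.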
FBPA Giardia inh = blocks Giardia fructose-bisphosphate aldolase activity | A8B2U2 | purified Giardia FBPA | Potency, µM (series often up to 59.6 µM), for inactives: at the top dose activity, negative = inhibition, actives largely listed as inhibitors | 290,000 tested, 0.71% active | AID 2451; also: potency is read from the fitted curve at half-maximal effect; % is scaled to controls: 0 for no effect and ±100 for the full control effect; nearly all actives have a fitted effect of over 55% in size
Target sequence (A8B2U2 whole entry, looked up): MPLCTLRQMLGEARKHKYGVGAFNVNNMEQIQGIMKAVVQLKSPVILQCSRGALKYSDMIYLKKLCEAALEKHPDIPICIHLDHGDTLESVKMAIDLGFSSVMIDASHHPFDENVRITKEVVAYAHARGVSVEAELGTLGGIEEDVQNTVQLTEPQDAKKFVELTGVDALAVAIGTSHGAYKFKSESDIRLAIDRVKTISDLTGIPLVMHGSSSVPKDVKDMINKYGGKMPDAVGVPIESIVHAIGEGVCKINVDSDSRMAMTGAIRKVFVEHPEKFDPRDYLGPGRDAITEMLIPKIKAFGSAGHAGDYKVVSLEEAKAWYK
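40 nM FBPA preincubated 10 min at RT with compound (up to 57.5 uM final), then substrate plus GAPDH/TPI/NAD/arsenate coupling and diaphorase/resazurin added. Fluorescence read after 20 min at RT, 525/598 nm.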
Shiga inhibitor = Shiga toxin inhibition; 290,000 tested, 9.2% active; Vero cells, Shiga toxin protein synthesis inhibition reporter; inhibition, % at 38.7 µM; in the data active = inhibition mostly above about 28%, no sharp cut-off; inactive = mostly below about 43%; also: 0% is about no effect
Active calls of the source: *; u = inconclusive; x = no result given; & = joins results of further samples; [ ] = dose if it differs, or a comment. Unless noted, calls follow the shape of the dose curve; as a rule, active = well fitted curve in the direction sought with a large enough effect; inconclusive = small, poorly fitted or top-dose-only effect, or another doubt; inactive = no such curve, though single readings can be large; an effect the other way counts as inactive or inconclusive. No enrichment for hits; any-hit rate near 16%.

SMILES	AMA1-RON2 inh	CHX counter	AmpC no deterg	HCMV antiviral	AmpC inh detg	FBPA Giardia inh	Shiga inhibitor
CC(C)N(C)S(=O)(=O)c1ccc(NC(=O)CSC(=S)N2CCCC2)cc1	0%	x	-38%	u	u	x	x
CCOc1ccc(/C=N/OCC(=O)Nc2cc(C)on2)cc1	-5%	-2	-22%	u	0%	7%	10
COc1cc(OC)cc(C(=O)OCC(=O)Nc2cccc(S(=O)(=O)NC3=NCCCCC3)c2)c1	-4%	x	-14%	-18	x	x	x
CCOc1ccc(OCC)c(NC(=O)CSCC(=O)O)c1	-7%	-1	-1%	-10	1%	-5%	-15
CCCn1c(CNC(=O)c2cccs2)nc2ccccc21	0%	-4	-15%	-18	-8%	0%	-10
COc1ccccc1NS(=O)(=O)c1ccc2c(c1)NC(=O)CC(=O)N2	5%	-8	-23%	-23	2%	x	-3
COc1ccc(N(C(C)C(=O)N(C)Cc2ccccc2)S(C)(=O)=O)cc1 (stereo not given)	7%	-3	2%	40	0%	2%	2
O=C(CN1C(=O)c2ccccc2S1(=O)=O)N1CCCCC1	2%	-3	-4%	20	5%	x	3
O=C(NC1(C(F)(F)F)N=C2SCCN2C1=O)c1ccccc1F (stereo not given)	7%	-2	-22%	-13	-9%	0%	-11
O=C(CCCn1cc([N+](=O)[O-])cn1)N1CCCCC1	21%	9	17%	-24	0%	1%	5
Cc1cccc(/C=C2/SC(=O)N(Cc3ccccc3)C2=O)n1	26%	1	-5%	-7	1%	3%	13
O=C(N/N=C/c1cccc(F)c1)c1c(O)c2ccccc2[nH]c1=O	62%[activator]	-4	-6%	-37	5%	7%	-7
COc1ccc(NC(=O)N2CCC3(CC2)OCCO3)c(OC)c1	-1%	1	-4%	u	4%	0%	14
O=C(CN1C(=O)c2ccccc2C1=O)Nc1ccccc1F	-2%	-2	0%	12	-12%	9%	18
O=C1c2ccccc2C(=O)N1c1ccc(S(=O)(=O)N2CCN(c3ccccc3)CC2)cc1	7%	-6	2%	-23	u	-3%	-11
CCN(CC(=O)Nc1c(F)cccc1F)C(=O)c1cc(-c2cccs2)nn1-c1ccccc1	1%	x	-29%	-33	-9%	x	x
Cc1cccc2cc(COC(=O)c3cccnc3)c(=O)[nH]c12	-1%	-6	-21%	-7	-9%	1%	-17
CN(Cc1ccccc1)C(=O)COC(=O)CCN1C(=O)C2CC=CCC2C1=O (stereo not given)	-4%	x	-3%	-6	-1%	x	x
Cc1cccc2cc(C(c3nnnn3CC3CCCO3)N3CCCc4ccccc43)c(=O)[nH]c12 (stereo not given)	-4%	-3	15%	63	u	-9%	30
CCN1CCN(CCCNC(=O)C(NC(=O)C2CCC(C)CC2)C(C)C)CC1 (stereo not given)	x	-1	91%[activator]	x	-15%	5%	-2
COc1ccc(CNC(=O)/C=C/c2cc3c(cc2Br)OCO3)cc1	5%	-2	-30%	17	-15%	6%	22
COCCN(C(=O)CCC(=O)Nc1cccnc1)C(C(=O)NC1CCCCC1)c1ccccc1 (stereo not given)	0%	1	82%[activator]	32	-20%	2%	-5
COc1ccc(OCC(=O)Nc2ccccc2N2CCN(C)CC2)cc1	0%	4	5%	-25	-5%	3%	-13
COc1ccc(CCN(Cc2cccs2)S(=O)(=O)c2ccc(S(=O)(=O)N3CCCCCC3)cc2)cc1OC	3%	-4	-26%	2	u	0%	-10
Cc1occc1-c1nnc(SCC(=O)Nc2ccc(F)cc2)n1C	-13%	2	-3%	-37	6%	x	-6

Random excerpt: two compounds from above, in no set order.
SMILES	AMA1-RON2 inh	CHX counter	AmpC no deterg	HCMV antiviral	AmpC inh detg	FBPA Giardia inh	Shiga inhibitor
CCOc1ccc(OCC)c(NC(=O)CSCC(=O)O)c1	-7%	-1	-1%	-10	1%	-5%	-15
COCCN(C(=O)CCC(=O)Nc1cccnc1)C(C(=O)NC1CCCCC1)c1ccccc1 (stereo not given)	0%	1	82%[activator]	32	-20%	2%	-5

Additional results
SMILES	AMA1-RON2 inh	CHX counter	AmpC no deterg	HCMV antiviral	AmpC inh detg	FBPA Giardia inh	Shiga inhibitor
O=C(Nc1ccc(-c2cccc(F)c2)cc1)C1CCCN(Cc2ccccn2)C1 (stereo not given)	30%[activator]	14	166%[activator]	u	u	19%	18
COC(=O)c1ccc(NC(=O)C2CCCN2S(=O)(=O)c2ccc(F)cc2)cc1 (stereo not given)	11%	-2	-12%	-19	4%	1%	-2
COc1cc(NC(=S)NCc2cccnc2)cc(OC)c1OC	-1%	-4	-1%	-29	8%	-2%	4
CCCSc1nnc(Nc2ccccc2C)s1	-12%	62*	-20%	-9	-15%	-6%	63*
Cc1nn(CCC(=O)NCc2ccc(OC(C)C)cc2)c(=O)c2nn(-c3ccccc3)c(C)c12	-6%	-1	12%	-34	-4%	x	-5
CN(C)C(=O)CCc1ccc2c3c([nH]c2c1)[C@]1(C)[C@@H](C(=O)N2CCCCC2)C[C@H](CC(=O)NC(C)(C)C)C(=O)N1CC3	8%	x	146%[activator]	2	x	x	x
Fc1ccc(C2CCCN2Cc2nc(CC3CC3)no2)cc1 (stereo not given)	9%	-2	4%	-10	-1%	4%	25
O=C(NC(=S)Nc1nc2c(ccc3ccccc32)s1)c1cccs1	-5%[2.32 µM]	-3	-32%	19	1%	-20%	-1
O=C(C1CC(=O)N(c2ccccc2)C1)N1CCN(c2ccc(F)cc2)CC1 (stereo not given)	-10%	3	58%	1	5%	x	16
Cc1cc(C(=O)NCCC(C)C)c2ccccc2n1	7%	1	-11%	-11	-6%	7%	-1
Cc1c(C(=O)Nc2ccccc2F)cnn1-c1ccccc1	9%	57*	-11%	38	0%	6%	80*
COC(=O)CSc1nc2nc(-c3cccs3)cc(C(F)(F)F)c2c(=O)[nH]1	-8%	1	-11%	-32	-9%	-12%	-7
CO/N=C(\CCC(=O)O)c1cccs1	-1%	-3	-3%	-6	-1%	1%	-2
O=C(c1cc2ccccc2oc1=O)N(Cc1ccccc1)Cc1ccc2c(c1)OCO2	-14%	6	-5%	14	-10%	0%	17
O=C(CSc1c(Cl)cccc1Cl)NC1CCCc2ccccc21 (stereo not given)	-1%	-1	-31%	25	-7%	-1%	-6
COC(=O)Nc1nc(Sc2ncc(C(F)(F)F)cc2Cl)n[nH]1	3%	-2	-13%	15	u	5%	0
COc1ccc(/C=N/Nc2cc(N3CCOCC3)ncn2)c(OC)c1	10%	1	-15%	9	-6%	20%	1
Cc1cc(C)nc(N(C#N)CC(=O)c2ccccc2)n1	0%	37*	-11%	-24	8%	-3%	48*
O=C(CCNc1n[nH]c(=O)[nH]c1=O)N/N=C/c1ccccc1Br	6%	-2	-22%	23	1%	-1%	-9
CC(=O)N1CCN(C(=S)NCCc2ccccc2)CC1	13%	2	-1%	42	u	-3%	-17
Nc1nnc(CC(=O)N/N=C/c2cccc(OCCOc3ccccc3)c2)s1	6%	41*	-28%	69	-9%	1%	69*
O=C(COC(=O)CCS(=O)(=O)c1ccc(Cl)cc1)NCCc1ccc(Cl)cc1Cl	0%	4	63%[activator]	u	-4%	4%	-6
O=C(Cc1cccs1)Nc1nnc(Cc2ccc(F)cc2)s1	x	-4	-32%	-25	-11%	2%	-10
O=C(Nc1ccc2c(c1)OCO2)C1CCCCN1S(=O)(=O)c1ccc(F)cc1 (stereo not given)	4%	20	-16%	26	-15%	1%	28
CC(=O)Nc1cc(C(=O)N2CCN(C)CC2)ccc1S(=O)(=O)c1ccc(C)cc1	21%	-3	-13%	1	1%	0%	26

Taken from above.
O=C(CCNc1n[nH]c(=O)[nH]c1=O)N/N=C/c1ccccc1Br in Shiga inhibitor reads -9
COc1cc(NC(=S)NCc2cccnc2)cc(OC)c1OC in AmpC no deterg reads -1%
Fc1ccc(C2CCCN2Cc2nc(CC3CC3)no2)cc1 (stereo not given) in AmpC inh detg reads -1%
CC(=O)N1CCN(C(=S)NCCc2ccccc2)CC1 in AMA1-RON2 inh reads 13%

Next section:
SMILES	AMA1-RON2 inh	CHX counter	AmpC no deterg	HCMV antiviral	AmpC inh detg	FBPA Giardia inh	Shiga inhibitor
CO/N=C(\C(=O)O)c1csc(NN=C(C)C)n1	57%[activator]	16	-34%	-2	0%	u	23
Cc1ccc(C(C)C)c(OCC(O)CN(C)Cc2ccccc2)c1 (stereo not given)	-17%	-4	56%	-70*	-9%	-6%	-6
CCC(=O)N1c2ccc(S(=O)(=O)CCC(=O)Nc3ccc(OC)cc3OC)cc2CC1C (stereo not given)	-3%	1	32%	u	0%&0%	x	6
COc1ccc(-c2csc(N3CCN(c4cc5c(cc4Cl)nc(-c4ccncc4)n5CCOCCO)CC3)n2)cc1	76%[activator]	-6	113%[activator]	-16	u	u	-6
Cc1[nH]nc(SCC(=O)N2CCCC2)c1[N+](=O)[O-]	4%	0	-24%	-13	-8%	0%	21
CCC(=O)Nc1cc2[nH]c(=O)cc(C)c2cc1C	-8%	-2	-20%	-18	-14%	-21%	-6
COC(=O)[C@@]12CCCCN1[C@H](c1ccc(-c3ccccc3)cc1)[C@H]1C(=O)N(C)C(=O)[C@H]12	-9%	x	9%	-13	0%	x	x
C[C@H](OC(=O)N1CCN(C(c2ccccc2)c2ccccc2)CC1)[C@@H]1O[C@@]2(C)CCC[C@H]1O2	-3%	x	183%[activator]	u	-1%	x	x
Cc1ccc(C(=O)N2CCN(c3ncc(C(F)(F)F)cc3Cl)CC2)s1	-10%	-3	-6%	x	8%	x	-15
CCCc1nc2sc3c(c2c(=O)n1NC(=O)c1ccco1)CC(C)(C)OC3	-2%	-3	-22%	-21	-10%[57.1 µM]	7%	-5
O=C(COC(=O)c1ccc(Cl)nc1)Nc1ccc(N2CCCCC2)cc1	-26%	x	-23%	45	x	x	x
COC(=O)c1nn(-c2ccc(-c3ccccc3)cc2)cc1O	11%	29*	-19%	18	-17%	4%	22
O=C(OCC(=O)N1CCc2ccccc21)c1cncc(Br)c1	17%	2	7%	-3	u	2%	-10
Nc1cccc(C(=O)N/N=C/c2ccsc2)c1	0%	33*	-29%	-17	-7%	-1%	54*
COc1cc([N+](=O)[O-])cc2cc(C(=O)N3CCN=C3c3ccccc3)c(=O)oc12	11%	3	-21%	33	7%	1%	24
COCC(C)NS(=O)(=O)c1ccc(C(=O)NC(Cc2ccccc2)c2ccccc2)cc1 (stereo not given)	-3%	1	58%	-11	u	2%	7
COc1ccc(S(=O)(=O)N2CCCC(C(=O)N3CCOCC3)C2)cc1Cl (stereo not given)	-4%	-5	52%	5	-5%	-5%	-5
CCOc1cccc2cc(C(=O)OCC(=O)Nc3c(C)cccc3CC)c(=O)oc12	-9%	x	-8%	u	-19%	x	x
Cc1cccc(C)c1NC(=O)CNCC(=O)Nc1c(C)cccc1C	67%[activator]	1	-8%	44	0%	1%	-5
CC(=O)c1ccc(Nc2nc(C)cc(C)n2)cc1	-11%	28*	-24%	46	-8%	-2%	95
COc1ccc(CN2CCCC(CO)(Cc3ccc(F)cc3)C2)c(OC)c1OC (stereo not given)	0%	1	-1%	7	u	-1%	-4
